LMP1 NFkB inh: Epstein-Barr LMP1 NF-kappaB reporter inhibition | LMP1-induced NF-kappaB luciferase reporter cells, luminescence | 350,000 compounds, 0.69% hits | inhibition, % at 12.5 µM; in the data active means inhibition above about 41%;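 further: 0% = neutral control wells and 100% = reference inhibitor control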
C8 TRAIL sens: caspase-8 TRAIL sensitization; NB7+C8 cells + TRAIL, ATPlite viability luminescence; inhibition (viability loss, TRAIL sensitization), % at 10 µM; 360,000 compounds, 1% hits; AID 624354;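 active means compounds causing at least 50% loss of cell viability in the single-dose screen, relative to plate controls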
NOD2-RIPK2 inh: NOD2-RIPK2 protein interaction inhibition. 360,000 compounds, 0.38% hits. inhibition, % at 4.98 µM. CHO BLA complementation NOD2-RIPK2, CCF4 ratio. O43353. AID 624267; in the data active means inhibition above about 21%;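 further: 0% = vehicle only and 100% = reference blocker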
Target sequence (O43353 whole entry, looked up): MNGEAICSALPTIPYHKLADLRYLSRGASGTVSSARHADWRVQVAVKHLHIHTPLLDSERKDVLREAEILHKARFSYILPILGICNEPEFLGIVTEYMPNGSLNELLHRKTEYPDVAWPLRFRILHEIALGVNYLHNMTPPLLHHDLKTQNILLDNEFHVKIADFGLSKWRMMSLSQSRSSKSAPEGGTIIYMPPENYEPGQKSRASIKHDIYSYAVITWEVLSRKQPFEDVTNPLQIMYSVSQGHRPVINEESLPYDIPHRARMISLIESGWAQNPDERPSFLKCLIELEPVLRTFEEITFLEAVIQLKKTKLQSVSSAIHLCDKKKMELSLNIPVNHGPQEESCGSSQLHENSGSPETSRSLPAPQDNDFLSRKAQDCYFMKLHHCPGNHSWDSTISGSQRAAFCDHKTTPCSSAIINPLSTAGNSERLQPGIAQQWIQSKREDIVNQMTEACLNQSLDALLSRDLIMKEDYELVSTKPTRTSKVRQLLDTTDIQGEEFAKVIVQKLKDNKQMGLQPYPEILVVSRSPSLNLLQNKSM
LRH-1 inv ag: inverse agonists of human LRH-1 (NR5A2). O00482. HEK293T StAR-luciferase reporter, LRH-1 transfected, 24 h. inhibition, % at 3.6 µM. 360,000 compounds, 0.13% hits;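 active means inhibition above the mean inhibition of all tested compounds plus 3 SD, cut at about 73% in these data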;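 further: 0% = DMSO wells and 100% = reporter-only cells lacking LRH-1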
SRC3 inh: human NCOA3 inhibition; Q9Y6Q9; HEK293 GAL4-SRC3 luciferase reporter, luminescence; inhibition, % at 3.6 µM; 360,000 compounds, 0.17% hits; AID 588352;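 active means inhibition above a per-campaign cutoff, the mean of all compounds plus 3 SD, cut at about 60% in these data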;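 further: 0% = DMSO-treated cells and 100% = gossypol-treated cells at 36 µM; higher means less SRC3-driven luciferase light from the GAL4 reporter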
SRC2 inh: inhibits human steroid receptor coactivator 2 | 370,000 compounds, 0.17% hits | HEK293 GAL4-SRC2 luciferase reporter, luminescence | AID 651957 | Q15596 | inhibition, % at 9 µM;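 active means inhibition above the mean inhibition of all tested compounds plus 3 SD, set per campaign, cut at about 52% in these data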;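 further: 0% = DMSO treated cells and 100% = cells given Gossypol at 36 µM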
NCOA1 inh: inhibitors of human steroid receptor coactivator 1 (SRC1) | Q15788 | 360,000 compounds, 0.12% hits | inhibition, % at 3.6 µM | HEK293 GAL4-SRC1 luciferase reporter, luminescence;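 active means inhibition above the campaign mean plus 3 SD, with each screening campaign given its own cutoff, cut at about 60% in these data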;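 further: 0% = DMSO treated cells and 100% = gossypol at 36 µM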
TROY NFkB inh: TROY signaling inhibition; Q293 LMP1-TROYcd NF-kB luciferase reporter, 4 h; AID 1347056; 360,000 compounds, 0.98% hits; inhibition, % at 10 µM;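 active means compounds whose plate-normalised and pattern-corrected inhibition of the luciferase reporter signal at the single screening dose is 50% or more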
Vif inh: blocks HIV Vif function; 340,000 compounds, 0.35% hits; inhibition, % at 7.49 µM; HEK293T cells, Vif self-association by quenched fluorescence, imaging, 24 h; AID 602346; in the data active means inhibition above about 50%, passing the limit was not always enough; further: some results filed as inactive read as strong as hits
TLR9-MyD88 inh: TLR9-MyD88 interaction inhibition; CHO BLA complementation TLR9-MyD88, CCF4 FRET ratio; inhibition, % at 4.98 µM; 340,000 compounds, 0.21% hits;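 active means inhibition above the mean over all tested compounds plus 3 SD, cut at about 21% in these data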;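 further: 0% = DMSO only wells and 100% = clavulanate BLA inhibitor control wells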
COUP-TFII inh: blocks human COUP-TFII nuclear receptor. P24468. HEK293T NGFI-A luciferase reporter, luminescence. inhibition, % at 8.6 µM. 370,000 compounds, 0.7% hits;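 active means inhibition above a per-plate cutoff, mean inhibition of test wells between control levels plus 3 SD, cut at about 38% in these data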;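 further: cells cotransfected with COUP-TFII expression vector driving the NGFI-A reporter; 0% = median of COUP-TF2 test wells and 100% = reporter-only cells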
Target sequence (P24468 whole entry, looked up): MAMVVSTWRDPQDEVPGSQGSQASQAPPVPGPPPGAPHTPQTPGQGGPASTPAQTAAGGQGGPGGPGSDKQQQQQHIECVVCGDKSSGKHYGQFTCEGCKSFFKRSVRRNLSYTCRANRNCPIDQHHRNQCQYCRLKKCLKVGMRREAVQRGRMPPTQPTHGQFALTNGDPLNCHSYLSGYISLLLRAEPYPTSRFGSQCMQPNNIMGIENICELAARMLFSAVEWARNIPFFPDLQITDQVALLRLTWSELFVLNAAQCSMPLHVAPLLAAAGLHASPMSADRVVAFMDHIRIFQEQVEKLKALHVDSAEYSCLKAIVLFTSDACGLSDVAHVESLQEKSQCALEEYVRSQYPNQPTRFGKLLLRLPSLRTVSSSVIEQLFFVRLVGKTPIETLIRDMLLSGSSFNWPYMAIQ
* hit, by the source's call; / = no result given. An excerpt. The share of hits here may be higher or lower than overall.

SMILES	LMP1 NFkB inh	C8 TRAIL sens	NOD2-RIPK2 inh	LRH-1 inv ag	SRC3 inh	SRC2 inh	NCOA1 inh	TROY NFkB inh	Vif inh	TLR9-MyD88 inh	COUP-TFII inh
CC(OC(=O)C1=COCCO1)C(=O)Nc1cc(S(=O)(=O)N2CCCCC2)ccc1Cl (centres undefined)	-9	1	-2	17	-4	4	-3	16	-1	-1	-7
COc1ccc2oc(C(=O)OCC(=O)N3CCN(C(C)=O)CC3)c(C)c2c1	1	16	4	-6	5	12	9	-10	13	3	-15
COc1cccc(C2C3(C#N)C(N)=NC(OC)(OC)C23C#N)c1 (centres undefined)	3	-10	-5	5	13	5	-1	-8	-1	-3	1
COc1ccc(N(CC(=O)N2CCN(c3cccc(C)c3)C(C)C2)S(=O)(=O)c2c(C)n[nH]c2C)cc1 (centres undefined)	4	0	9	4	9	0	-39	8	12	11	12
COC(=O)c1ccc(C(=O)Nc2ccc(C(C)C)cc2N)cc1	-23	5	6	-69	-16	-39	-30	-5	-2	13	-17
CSc1ccccc1NC(=O)COC(=O)Cc1cccs1	1	-8	-14	0	11	-1	-3	-3	2	4	18
CC1=C(OC(=O)c2ccc(Br)cc2)C(C)(C)C(c2ccccc2)OC1=O (centres undefined)	2	-13	-8	-38	-37	-18	-10	18	3	-11	5
CN(C(=O)c1ccc(NC(=O)Cc2ccc(NC(=O)C3CCN(C(=O)c4ccccc4)CC3)cc2)cc1)C1CCCC1	1	4	-16	-8	13	-9	11	-19	/	6	-5
Cc1ccc(S(=O)(=O)Nc2cccnc2)cc1C	10	-4	0	11	5	15	-93	10	-4	-7	14
CN(C)S(=O)(=O)c1ccc(/C(O)=C2/C(=O)C(=O)N(Cc3cccnc3)C2c2ccco2)cc1 (centres undefined)	-1	-3	-4	3	13	2	2	9	-3	0	5
Clc1ccc(-c2nc3ncccn3c2Nc2ccc3c(c2)OCO3)cc1	4	-13	-2	6	19	11	-7	-34	4	2	-4
CCN(CC)C(=O)CC(c1ccc(N(C)C)cc1)c1c(OC)cc(OC)c2ccc(=O)oc12 (centres undefined)	3	1	-7	-10	-2	-16	-5	-12	-1	-5	2
Cc1ccc(N=Nc2c(N)nn3c(N)c(C#N)c(C)nc23)cc1	3	4	4	-18	1	-42	-3	14	9	-8	11
Cc1ccc(N2CCN(S(=O)(=O)c3cccs3)CC2C)cc1 (centres undefined)	-4	8	-1	-1	15	-1	-3	13	/	-7	15
CCC(=O)c1ccc(OC(=O)c2cnccn2)cc1	-2	-6	5	-6	13	-5	-7	16	-1	-9	-7
N/C(=N\OC(=O)N1CCOCC1)c1ccc(Cl)cc1	-9	-2	8	-13	-7	-32	-10	-10	5	5	-6
COc1ccc(NC(=O)c2cc(-c3ccccc3Cl)on2)cc1	-19	24	-4	-73	-62	-48	-31	-78	-11	9	-26
CC(=O)NNc1nc2ccccc2s1	-1	-24	-7	11	-5	-25	-7	83*	3	4	22
CC(=O)NC(CC(=O)Nc1ccc2c(c1)OCCO2)c1ccccc1 (centres undefined)	-5	-3	-1	-19	-33	-39	-28	-12	-10	-3	3
CCC1CCCCN1CCCNC(=O)c1ccc2c(c1)N(Cc1c(F)cccc1Cl)C(=O)CS2 (centres undefined)	-10	1	5	2	6	-19	16	-19	-3	2	19
O=C(CN1CCN(Cc2ccccc2)CC1)Nc1ccc(Br)cc1	6	-26	-10	-4	-14	15	-13	6	-8	0	-16
CN1C2=CC=CC=CC2=[N+](C)C12C=CC(=[N+]([O-])[O-])C=C2[N+](=O)[O-] (centres undefined)	10	-2	-1	10	17	15	0	12	-1	1	-4
CC(C)C(=O)NNC(=O)CSc1nc(C2CCCCC2)nc2ccccc12	-13	-11	1	-10	-16	13	8	5	1	-7	7
CCCCNc1cc(=O)oc2ccccc12	2	16	-7	12	1	0	6	-25	-2	-1	16
O=[N+]([O-])c1cccc(-n2cccc2/C=N/Nc2nc(N3CCCCC3)nc(N3CCCCC3)n2)c1	0	-4	8	1	-13	-12	-5	-10	6	-4	9

Not a retest: 2 of the compounds above.
SMILES	LMP1 NFkB inh	C8 TRAIL sens	NOD2-RIPK2 inh	LRH-1 inv ag	SRC3 inh	SRC2 inh	NCOA1 inh	TROY NFkB inh	Vif inh	TLR9-MyD88 inh	COUP-TFII inh
COc1ccc2oc(C(=O)OCC(=O)N3CCN(C(C)=O)CC3)c(C)c2c1	1	16	4	-6	5	12	9	-10	13	3	-15
COc1cccc(C2C3(C#N)C(N)=NC(OC)(OC)C23C#N)c1 (centres undefined)	3	-10	-5	5	13	5	-1	-8	-1	-3	1

(listing goes on)
SMILES	LMP1 NFkB inh	C8 TRAIL sens	NOD2-RIPK2 inh	LRH-1 inv ag	SRC3 inh	SRC2 inh	NCOA1 inh	TROY NFkB inh	Vif inh	TLR9-MyD88 inh	COUP-TFII inh
Cn1c(C(=O)NN)cc2cc(OCc3ccccc3)ccc21	/	-3	3	-7	-6	-53	-7	-4	4	/	-37
CC(Sc1nnnn1C)C(=O)NC(=O)NC1CCCCC1 (centres undefined)	1	-2	-6	13	7	-23	-8	-1	-3	1	1
COc1ccc(C2(c3ccc(OC)cc3)NC(=O)N(CC(=O)Nc3cc(C)ccc3OC)C2=O)cc1	-4	-2	-3	-26	-14	-27	-13	20	1	-7	14
CC(Sc1nc(N2CCOCC2)c2c(c1C#N)CC(C)(C)OC2)C(=O)O (centres undefined)	-3	0	-7	-1	-1	-13	-8	-1	15	2	4
CC(C)(C)NC(=O)c1cc2c(ccc3ccccc32)oc1=O	-4	-2	-10	9	-36	18	-47	-76	-5	4	10
COc1ccc(CCN2CC(C(=O)NCCc3ccc(C)cc3)CC2=O)cc1OC (centres undefined)	4	-38	4	6	-11	-3	-1	1	0	1	10
CCOc1ccc(N(C)Cc2cc(=O)oc3ccc(OCC)cc23)cc1	10	0	2	6	0	1	4	5	1	-6	-3
CC(=O)Oc1ccc(C(=O)Nc2cccc(C(=O)Nc3ccccc3C(=O)O)c2)cc1	3	-20	-8	10	-13	-7	6	36	-2	-3	-13
COc1ccc(C(C(=O)NC2CCCCC2)N(CC2CCCO2)C(=O)CNC(=O)c2ccco2)cc1 (centres undefined)	8	7	8	6	6	-8	-9	2	14	-1	3
Cc1ccc(-c2cc(C(=O)OCC(=O)N(C)c3c(N)n(Cc4ccccc4)c(=O)[nH]c3=O)c3ccccc3n2)o1	-23	27	-8	2	-3	-1	-7	10	-2	7	8
COc1ccccc1-n1c(N)c(C(=O)NCC2CCCO2)c2nc3ccccc3nc21 (centres undefined)	-2	-16	-3	17	9	-5	-10	-29	-8	6	-6
CCOc1cc(CNn2nnnc2N)ccc1OCC(=O)NC(C)(C)C	4	-2	-9	21	3	-9	10	6	-1	0	-8
Cc1ccc(S(=O)(=O)N2CCCCC2C(=O)N2CCN(C)CC2)cc1 (centres undefined)	-5	-10	-1	5	7	3	4	0	-1	-1	11
O=C(/C=C/c1cccs1)Nc1nc(-c2ccccc2)cs1	-9	6	-4	-66	-28	-4	-27	32	-9	-2	-21
CN(C)CCCNC(=O)C[C@H]1C[C@H](C(=O)N2CCOCC2)[C@@]2(C)c3[nH]c4ccc(Cl)cc4c3CCN2C1=O	-6	9	-6	-1	8	-2	0	5	/	0	0
CCOc1ccc(-c2cc(CCCC(=O)NCCc3ccccc3)no2)cc1	-5	3	-14	11	6	44	-7	-5	-6	-15	34
O=C(c1ccc(Cl)c(Cl)c1)N1CCC(O)(CN2CCOCC2)CC1	6	-2	-3	-5	17	3	14	-7	3	-5	2
CN1CCN(c2nc3c(c(=O)n(C)c(=O)n3C)n2CCSc2nnnn2-c2ccccc2)CC1	-1	4	-1	-1	-4	-40	3	1	13	8	-9
CCC(=Nc1ccccc1)C1=C(O)CCCC1=O	/	-4	1	4	-13	-5	-18	-11	-14	/	-27
Cc1ccc(NC(=O)C2CCCN(S(=O)(=O)c3c(C)noc3/C=C/N(C)C)C2)cc1F (centres undefined)	6	-8	-1	-13	-17	-27	12	17	6	-3	-5
CN(C)/C=C/C(=O)c1ccc(Oc2ncccn2)cc1	-16	-3	-6	-8	-6	10	-16	-10	3	2	7
CCCCOCCCNC(=O)C1c2ccccc2Oc2ccccc21	1	-9	-1	-5	4	-11	5	10	2	11	0
Cc1ccc2nc(NC(=O)C3CCCN(S(=O)(=O)c4cccnc4)C3)sc2c1 (centres undefined)	8	5	4	9	-10	-22	2	3	-4	-5	19
CCCCC1(C(=O)OCC)CC(CN2CCOCC2)OC1=O (centres undefined)	-1	-3	3	11	0	-4	-12	-16	/	-2	-8

Entries shown so far with a halogen:
SMILES	LMP1 NFkB inh	C8 TRAIL sens	NOD2-RIPK2 inh	LRH-1 inv ag	SRC3 inh	SRC2 inh	NCOA1 inh	TROY NFkB inh	Vif inh	TLR9-MyD88 inh	COUP-TFII inh
CC(OC(=O)C1=COCCO1)C(=O)Nc1cc(S(=O)(=O)N2CCCCC2)ccc1Cl (centres undefined)	-9	1	-2	17	-4	4	-3	16	-1	-1	-7
CC1=C(OC(=O)c2ccc(Br)cc2)C(C)(C)C(c2ccccc2)OC1=O (centres undefined)	2	-13	-8	-38	-37	-18	-10	18	3	-11	5
Clc1ccc(-c2nc3ncccn3c2Nc2ccc3c(c2)OCO3)cc1	4	-13	-2	6	19	11	-7	-34	4	2	-4
N/C(=N\OC(=O)N1CCOCC1)c1ccc(Cl)cc1	-9	-2	8	-13	-7	-32	-10	-10	5	5	-6
COc1ccc(NC(=O)c2cc(-c3ccccc3Cl)on2)cc1	-19	24	-4	-73	-62	-48	-31	-78	-11	9	-26
CCC1CCCCN1CCCNC(=O)c1ccc2c(c1)N(Cc1c(F)cccc1Cl)C(=O)CS2 (centres undefined)	-10	1	5	2	6	-19	16	-19	-3	2	19
O=C(CN1CCN(Cc2ccccc2)CC1)Nc1ccc(Br)cc1	6	-26	-10	-4	-14	15	-13	6	-8	0	-16
CN(C)CCCNC(=O)C[C@H]1C[C@H](C(=O)N2CCOCC2)[C@@]2(C)c3[nH]c4ccc(Cl)cc4c3CCN2C1=O	-6	9	-6	-1	8	-2	0	5	/	0	0
O=C(c1ccc(Cl)c(Cl)c1)N1CCC(O)(CN2CCOCC2)CC1	6	-2	-3	-5	17	3	14	-7	3	-5	2
Cc1ccc(NC(=O)C2CCCN(S(=O)(=O)c3c(C)noc3/C=C/N(C)C)C2)cc1F (centres undefined)	6	-8	-1	-13	-17	-27	12	17	6	-3	-5
